Source: PubChem BioAssay
dFosB activator – mouse delta FosB homodimer activation. P13346. purified delta FosB, TAMRA-CDK5 oligo fluorescence polarization; percent of positive-control signal above neutral wells. activation, % at 25 µM. actives 0.99% (n = 340,000). AID 493131;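 active means mean activation above about 17%, with every replicate also reaching it, limit read from the data, passing the limit was not always enough; inconclusive means only one of the two conditions met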;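 further: fluorescence polarization rise as delta FosB binds a TAMRA Cdk5 AP-1 oligo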
MITF TRPM1 HTS – increases MITF-driven TRPM1 promoter luciferase signal | activation, % at 12.5 µM | SK-MEL-5 TRPM1-promoter luciferase, 24 h; % of positive control, neutral wells = 0 | AID 588334 | actives 0.75% (n = 300,000);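 active means mean activation of at least 80% with every replicate also reaching 80%; inconclusive means mean reaches 80% but some replicate falls short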;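 further: 0% = neutral control wells and 100% = parthenolide positive control wells; values of inactives mirror those of a sister screen read the other way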
SUMO Mot1 rescue – inhibitors of SUMOylation pathway: yeast Mot1-301 growth rescue | AID 2716 | actives 1% (n = 320,000) | S. cerevisiae Mot1-301 growth rescue, ATP luminescence, 38.5C; percent above DMSO median, 100 means doubled | growth rescue, % at 18.8 µM;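 active means every valid replicate shows activation above 250% relative to neutral control wells; inactive means the rest, any valid replicate at or below 250%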;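 further: OY570 slx delta 5 strain wells were the positive control but not used for scaling; some compounds called inactive have numbers as strong as hits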
SR-BI DiI inh – mouse SR-BI HDL lipid transfer inhibition | ldlA[mSR-BI] CHO cells, DiI-HDL uptake fluorescence, 3 h | Q61009 | inhibition, % at 12.5 µM | AID 488896 | actives 0.96% (n = 320,000);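 active means mean replicate inhibition of at least 70% and a set share of replicates each scoring 70 or more; inconclusive means meets just one of the two criteria; inactive means fails both criteria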;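 further: 0% = median of neutral control wells and 100% = median of positive control wells; values of inactives mirror those of a sister screen read the other way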
PKA-R1A act – activates the PKA-R1A holoenzyme complex. P00514+P68181. PKA-R1A dissociation, Cy5-IP20 fluorescence polarization; scaled: DMSO 0%, 113 µM cGMP 100%. activation, % at 11.4 µM. actives 0.083% (n = 340,000). AID 504707;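 active means percent activation above the mean of all tested compounds plus 3 SD, cut at about 19% in these data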;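 further: higher means more PKAc released from R1A so a rise in polarization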
Arrestin-AP2 inh – blocks beta-arrestin peptide binding to AP2 adaptin | FITC-arrestin peptide / GST-AP2 beads, flow cytometry; AP2 beta2 appendage carries R879A mutation | inhibition, % at 10 µM | actives 0.31% (n = 340,000);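 active means inhibition above a set limit, near 3 SD of compounds lacking own fluorescence, cut at about 54% in these data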;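 further: plate controls were DMSO wells for no effect and 5 µM unlabelled arrestin peptide for full effect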
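system = GST-tagged AP2 beta2-adaptin appendage (R879A) on 4 µm glutathione beads | reagent = FITC-labelled arrestin peptide probe, 50 nM final | schedule = compound with beads 12 min RT, then probe 1 h RT | signal = HyperCyt-sampled flow cytometry, FL1 channel, ex 488/em 535 nm | read-out = percent response from loss of bead-bound FITC fluorescence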
CDK5 inh – CDK5/p35 (human) kinase inhibition. Q00535+Q15078. Recombinant CDK5/p35, ADP-Glo luminescence, 60 min. inhibition, % at 10 µM. actives 0.01% (n = 330,000). AID 488839;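 active means highest replicate inhibition of at least 50% and at least 75% of replicates reaching 50%; inconclusive means only one of the two criteria met; inactive means both criteria failed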;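 further: plate controls were DMSO neutral control for no effect and GW8510 at 10 µM for full effect; many of its hits are not listed in these tables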
DSG3 Ab inh – inhibitors of pemphigus antibody binding to human desmoglein-3; P32926; DSG3-coupled beads, scFv-anti-DSG3-GFP binding, flow cytometry; hits give low values; binding (percent of control), % at 10 µM; actives 0.48% (n = 310,000); AID 588358;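 active means binding more than 3 SD below its plate's average and above zero; inconclusive means below that plate limit but binding exactly zero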;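 further: hits lower antibody fragment binding to DSG3; some compounds called inactive have numbers as strong as hits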
NSD2 HMT inh – NSD2 (human) methyltransferase inhibition | O96028 | NSD2 peptide methylation, AlphaScreen, 120 min | inhibition, % at 12.5 µM | actives 0.54% (n = 310,000); in the data active means inhibition above about 50%
Target sequence (O96028 whole entry, looked up): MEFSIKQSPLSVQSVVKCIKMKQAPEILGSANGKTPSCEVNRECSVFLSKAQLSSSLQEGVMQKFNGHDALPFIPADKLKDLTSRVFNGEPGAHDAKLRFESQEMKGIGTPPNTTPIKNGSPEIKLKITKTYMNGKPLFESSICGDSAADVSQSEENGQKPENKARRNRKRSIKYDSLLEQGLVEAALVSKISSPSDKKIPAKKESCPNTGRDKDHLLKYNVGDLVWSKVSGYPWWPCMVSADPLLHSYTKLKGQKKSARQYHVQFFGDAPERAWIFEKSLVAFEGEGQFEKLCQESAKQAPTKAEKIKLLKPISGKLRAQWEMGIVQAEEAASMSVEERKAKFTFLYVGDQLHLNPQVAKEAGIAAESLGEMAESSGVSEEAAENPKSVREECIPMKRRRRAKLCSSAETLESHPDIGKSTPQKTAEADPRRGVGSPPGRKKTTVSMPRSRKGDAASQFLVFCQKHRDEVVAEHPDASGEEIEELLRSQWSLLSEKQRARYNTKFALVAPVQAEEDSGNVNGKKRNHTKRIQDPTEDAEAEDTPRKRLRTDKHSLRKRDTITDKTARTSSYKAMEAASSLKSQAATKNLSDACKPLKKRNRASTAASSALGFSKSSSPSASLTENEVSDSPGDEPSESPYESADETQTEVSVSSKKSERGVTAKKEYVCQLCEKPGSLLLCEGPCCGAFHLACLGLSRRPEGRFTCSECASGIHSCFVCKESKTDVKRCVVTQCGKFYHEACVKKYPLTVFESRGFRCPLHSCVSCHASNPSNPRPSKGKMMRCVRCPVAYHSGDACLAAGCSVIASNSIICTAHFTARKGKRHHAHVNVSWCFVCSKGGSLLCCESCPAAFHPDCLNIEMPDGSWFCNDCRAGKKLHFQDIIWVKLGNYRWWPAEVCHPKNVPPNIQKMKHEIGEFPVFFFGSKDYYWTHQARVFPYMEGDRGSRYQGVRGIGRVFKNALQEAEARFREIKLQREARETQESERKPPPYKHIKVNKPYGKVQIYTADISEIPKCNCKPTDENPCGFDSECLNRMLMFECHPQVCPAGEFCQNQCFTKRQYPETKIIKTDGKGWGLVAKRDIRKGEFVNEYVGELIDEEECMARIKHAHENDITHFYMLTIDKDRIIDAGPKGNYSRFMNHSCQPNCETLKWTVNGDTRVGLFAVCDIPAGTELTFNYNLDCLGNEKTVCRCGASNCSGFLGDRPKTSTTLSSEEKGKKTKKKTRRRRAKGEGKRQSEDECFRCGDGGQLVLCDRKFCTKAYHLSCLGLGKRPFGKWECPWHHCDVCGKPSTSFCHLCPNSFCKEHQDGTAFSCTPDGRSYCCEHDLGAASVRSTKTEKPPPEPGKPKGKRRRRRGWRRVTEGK
SR-BI uptake up – enhances SR-BI lipid uptake from DiI-HDL; activation, % at 12.5 µM; actives 0.096% (n = 320,000); CHO ldlA[mSR-BI] cells, DiI-HDL uptake fluorescence, 3 h; 100 = double the neutral-control signal;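 active means mean replicate activation of at least 60% and every replicate at or above 60%; inconclusive means mean or all-replicate condition met, but not both; inactive means mean below 60% and not all replicates reaching 60%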;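 further: 0% = median plate neutral-control signal and 100% = twice that signal; values of inactives mirror those of a sister screen read the other way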
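System: CHO ldlA[mSR-BI] cells / Medium: HEPES-buffered (25 mM, pH 7.4) F12 plus 0.5% BSA / Probe or stimulus: labelled HDL, 10 µg/mL / Doses: single compound concentration, delivered by pin transfer / Schedule: 3 h, 37 °C / Measured by: DiI fluorescence, bottom read / Measure: cell-associated DiI fluorescence as measure of HDL uptake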
PKA-R2B act – activates the human PKA-R2B holoenzyme complex | PKA-R2B holoenzyme dissociation, Cy5-IP20 fluorescence polarization; R2B truncated from residue 108, S112A mutant; 0% DMSO only, 100% 113 µM cGMP | activation, % at 11.4 µM | actives 0.079% (n = 340,000) | AID 504700;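 active means activation above a cutoff set at the mean over all compounds plus 3 SD, cut at about 18% in these data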;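 further: higher means more holoenzyme dissociation and a rise in polarization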
Active calls of the source: *; u = inconclusive; x = no result given.

SMILES	dFosB activator	MITF TRPM1 HTS	SUMO Mot1 rescue	SR-BI DiI inh	PKA-R1A act	Arrestin-AP2 inh	CDK5 inh	DSG3 Ab inh	NSD2 HMT inh	SR-BI uptake up	PKA-R2B act
O=C(CN1C(=O)C2C3C=CC(C3)C2C1=O)N1CCc2ccccc2C1 (stereo not drawn)	-8	x	-17	-8	-5	3	0.0	111	15	8	-2
CCOc1ccc(CC(=O)Nc2cccc(-c3ccc4nnc(C)n4n3)c2)cc1	89*	5	-12	46	-14	-7	-1.7	87	x	-46	-1
CC(=O)Nc1ccc(NC(=O)CSc2nncn2C)cc1	5	x	58	-3	3	13	-0.8	100	-1	3	-6
Cc1occc1-c1nnc(SCC(=O)NC2CC2)n1C	-8	-5	6	-23	-10	9	-1.9	x	-2	23	4
Cc1ccc(C(=O)Nc2ccc(N3CCN(C(=O)c4ccco4)CC3)cc2)c(Cl)c1	-4	-3	18	85*	-4	29	-0.1	108	-1	-85	3
CC1CCCC(NC(=O)COC(=O)c2n[nH]c3ccccc23)C1C (stereo not drawn)	16	1	-23	25	0	18	-2.7	x	-2	-25	1
O=C1CSC(c2ccccc2)N1CC(O)c1ccc([N+](=O)[O-])cc1 (stereo not drawn)	-6	76	5	15	-3	10	-3.3	107	-1	-15	-3
O=C(COc1ccc(Cl)cc1Cl)OCn1nnc2ccccc2c1=O	-12	-1	-3	-22	1	10	-0.5	106	-5	22	-7
CCN1CCC(=NNC(=O)c2ccc(C)c([N+](=O)[O-])c2)CC1	-8	10	2	7	-8	-9	0.3	102	5	-7	-1
C[C@H](NC(=O)c1ccccc1)C(=O)Nc1nc(-c2ccccn2)cs1	-8	-16	26	28	10	-1	1.0	95	-3	-28	0
O=C(c1ccc2nc[nH]c2c1)N1CCN(c2cccc(C(F)(F)F)c2)CC1	-7	14	-9	-14	-11	26	-1.4	112	-3	14	-5
COc1ccc(Cl)cc1NC(=O)CN(C)C(=O)Cn1cnnn1	2	-1	-17	-3	-15	6	-0.4	x	-2	3	-2
CCCC(=O)Nc1c(-c2ccccc2OC)c(=O)c2ccccc2n1C	-3	-8	-27	7	-3	-2	1.3	111	x	-7	1
C[C@@H](C(=O)O)[C@H]1C[C@]1(C)[C@H](NC(=O)OCc1ccccc1)c1ccccc1	1	-5	-6	-12	-3	1	0.7	103	x	12	-8
CCOc1ccc(C(=O)NCC(=O)N2CCN(c3ccccc3O)CC2)cc1	-1	-6	-9	25	-3	4	1.8	85	-7	-25	0
CC1Sc2ccc(C(=O)OCc3ccccc3Cl)cc2NC1=O (stereo not drawn)	-8	186*	-13	34	-1	7	-1.1	99	3	-34	-3
CC(C)c1ccc(CN2CCC(Oc3ccc(C(=O)N4CCCC4)cc3)CC2)cc1	-7	0	-8	1	-11	-7	-0.3	111	14	x	-1
O=C(NC(=S)N1CCOCC1)C12CCC3CC(CC(C3)C1)C2	2	-6	-6	-21	7	-9	0.2	90	-1	21	18
CCc1ccc(C(=O)NNc2ccc(F)cc2F)cc1	1	5	339*	-17	4	5	-1.9	x	3	17	7
O=C(NC1CCCCC1)C(c1ccc2ncccc2c1)N(Cc1ccco1)C(=O)c1ccc2c(c1)OCCO2 (stereo not drawn)	-13	1	-7	-14	0	4	2.0	119	x	14	1
COc1ccc(C(=O)Nc2c(N)nc(SCC(=O)NCC3CCCO3)[nH]c2=O)cc1 (stereo not drawn)	-5	0	5	-14	3	-4	-1.5	x	x	14	2
CC1CN(C(=O)CN2C(=O)NC3(CCCC3)C2=O)C(=Nc2cccc(S(=O)(=O)N(C)C)c2)S1 (stereo not drawn)	-6	0	-12	-27	7	-4	0.7	82	3	27	1
COc1ccc(CN2CCN(C(C)C(=O)NC(C)c3ccc(F)cc3)CC2)cc1F (stereo not drawn)	-5	-3	-11	1	2	-5	-2.3	x	16	-1	3
COC(=O)c1ccc2nc(-c3ccc4c(c3)OCO4)cn2c1	-5	-14	7	-2	-3	-25	-0.1	x	-5	2	-3
COc1ccc(CNC(=O)/C=C/c2ccc(OCCCF)cc2)cc1	-2	44	7	7	-6	34	-0.6	110	-12	-7	-6
O=C(NCc1ccc(Cl)cc1)c1ccc(-n2cccn2)nc1	8	8	5	-1	-5	-1	-1.1	99	-2	1	1
Cc1cc(C)c(C)c(OCCN2CC(C)OC(C)C2)c1 (stereo not drawn)	-3	2	17	x	0	-1	-0.4	111	15	x	-1
CCC(C)(C)C(=O)O	2	1	-6	13	-14	5	-0.3	103	x	-13	-10
COc1c(Cl)cc(C(=O)Nc2ccccc2-c2ccccc2)cc1Cl	-1	1	-10	38	1	-3	0.1	102	x	-38	1
CCCCC(=O)Nc1nnc(SCC(=O)N2CCN(c3ccccc3OC)CC2)s1	-5	x	1	34	-16	18	-0.4	101	x	-34	4
Cc1nc2sc3c(c2c2nnc(SCC(=O)NCc4ccco4)n12)CCCC3	-17	-1	3	-1	-7	2	0.7	102	x	1	-9
O=C1c2ccsc2SCCN1Cc1cccc(Cl)c1	1	11	-5	5	-4	-3	0.8	103	15	-5	-10
Cc1ccc(S(=O)(=O)Nc2ccc3c(c2)C(=O)NC3=O)cc1[N+](=O)[O-]	6	6	-7	-31	6	-1	-2.3	102	-1	31	3
CCN(CC)CCCNC(=S)N(CCO)Cc1cc2cc3c(cc2[nH]c1=O)OCCO3	-1	7	-2	-16	-5	0	0.9	111	34	16	-2
Cc1cccc(C(=O)Nc2ccn(C)n2)c1	2	u	x	-17	-10	4	0.1	108	x	17	10
Cc1nc(SC(C)C(=O)NC2CCCCC2C)c2c(C)c(C)sc2n1 (stereo not drawn)	-8	-15	-3	-10	5	36	-3.5	109	15	10	2

8 structures already listed, ordered by formula weight, high to low.
SMILES	dFosB activator	MITF TRPM1 HTS	SUMO Mot1 rescue	SR-BI DiI inh	PKA-R1A act	Arrestin-AP2 inh	CDK5 inh	DSG3 Ab inh	NSD2 HMT inh	SR-BI uptake up	PKA-R2B act
O=C(NC1CCCCC1)C(c1ccc2ncccc2c1)N(Cc1ccco1)C(=O)c1ccc2c(c1)OCCO2 (stereo not drawn)	-13	1	-7	-14	0	4	2.0	119	x	14	1
CCN(CC)CCCNC(=S)N(CCO)Cc1cc2cc3c(cc2[nH]c1=O)OCCO3	-1	7	-2	-16	-5	0	0.9	111	34	16	-2
CCOc1ccc(C(=O)NCC(=O)N2CCN(c3ccccc3O)CC2)cc1	-1	-6	-9	25	-3	4	1.8	85	-7	-25	0
Cc1nc(SC(C)C(=O)NC2CCCCC2C)c2c(C)c(C)sc2n1 (stereo not drawn)	-8	-15	-3	-10	5	36	-3.5	109	15	10	2
C[C@@H](C(=O)O)[C@H]1C[C@]1(C)[C@H](NC(=O)OCc1ccccc1)c1ccccc1	1	-5	-6	-12	-3	1	0.7	103	x	12	-8
C[C@H](NC(=O)c1ccccc1)C(=O)Nc1nc(-c2ccccn2)cs1	-8	-16	26	28	10	-1	1.0	95	-3	-28	0
CCN1CCC(=NNC(=O)c2ccc(C)c([N+](=O)[O-])c2)CC1	-8	10	2	7	-8	-9	0.3	102	5	-7	-1
Cc1cc(C)c(C)c(OCCN2CC(C)OC(C)C2)c1 (stereo not drawn)	-3	2	17	x	0	-1	-0.4	111	15	x	-1

(continued)
SMILES	dFosB activator	MITF TRPM1 HTS	SUMO Mot1 rescue	SR-BI DiI inh	PKA-R1A act	Arrestin-AP2 inh	CDK5 inh	DSG3 Ab inh	NSD2 HMT inh	SR-BI uptake up	PKA-R2B act
COc1ccc(Cl)cc1NC(=O)CN1CCN(S(=O)(=O)c2ccc(F)cc2)CC1	1	x	9	x	-7	2	-2.0	89	-2	x	5
COc1cc(OC)c2c(-c3ccccc3)cc(=O)oc2c1C(CC(=O)N1CCOCC1)c1ccc(N(C)C)cc1 (stereo not drawn)	4	-8	13	-3	3	4	-0.1	101	x	3	-11
Cc1cccc(CCNC(=O)CC2C(=O)NCCN2Cc2ccc(F)c(F)c2)n1 (stereo not drawn)	-12	-2	-10	-12	-7	2	-5.7	111	x	12	6
CCOc1ccc(CNC(=O)CCS(=O)(=O)Cc2cccc(Cl)c2)cc1OC	-2	-8	-3	5	-1	3	0.9	101	1	-5	-2
Cc1ccc(-n2nc3c(=S)[nH]nc(C)c3c2C)cc1	-8	-12	49	-17	0	14	2.1	105	8	17	-2
CNC(=S)N1CCn2cccc2C1c1ccc(F)cc1 (stereo not drawn)	-10	-3	-25	0	0	-14	-0.6	117	10	0	1
O=C(NCCCc1ccccc1)c1ccc(F)cc1	-2	x	-3	-12	1	6	1.3	127	6	12	7
COc1cccc(CSc2nnc(-c3ccc(F)cc3)o2)c1	-2	2	10	-16	2	-12	0.0	98	-6	16	4
CC[C@]12c3[nH]c4cc(-c5ccco5)ccc4c3CCN1C(=O)[C@@H](CC(=O)NC(C)(C)C)C[C@@H]2C(=O)N1CCN(C(=O)C2CC2)CC1	-21	-2	x	25	2	12	-0.5	90	x	-25	-1
Cc1ccc(-n2ncc3c(=O)n(CC(=O)Nc4cccc(Cl)c4)cnc32)cc1C	42*	13	-2	-18	-16	8	1.2	102	-3	18	-14
CCOc1ccccc1/C=N/NC(=O)c1nnn(-c2nonc2N)c1CN1CCCCCC1	-8	1	92	x	-6	-6	1.8	x	x	x	-7
CCN1C(=O)[C@H]2[C@@H](c3ccc(C)cc3)N3C(=O)N(c4ccccc4)C(=O)[C@@]3(Cc3ccccc3)[C@H]2C1=O	5	11	-12	-1	4	-3	0.7	102	x	1	-7
